Assay outcomes as filed in PubChem.
GLP-1R inv ag – inverse agonists of human GLP-1 receptor | P43220 | HEK293 GLP-1R CRE-luciferase, luminescence, 24 h; GLP-1R form is constitutively active | Potency, µM (highest dose often 38.3 µM), for the others: top-dose activity change, negative = inhibition, usual class: inhibitors | 410,000 tested, 1.6% active; further: potency means the concentration at half of the fitted maximal effect; on the % scale 0 is the no-effect control and ±100 the full control effect; nearly all actives have a fitted effect of over 55% in size
Target sequence (P43220 whole entry, looked up): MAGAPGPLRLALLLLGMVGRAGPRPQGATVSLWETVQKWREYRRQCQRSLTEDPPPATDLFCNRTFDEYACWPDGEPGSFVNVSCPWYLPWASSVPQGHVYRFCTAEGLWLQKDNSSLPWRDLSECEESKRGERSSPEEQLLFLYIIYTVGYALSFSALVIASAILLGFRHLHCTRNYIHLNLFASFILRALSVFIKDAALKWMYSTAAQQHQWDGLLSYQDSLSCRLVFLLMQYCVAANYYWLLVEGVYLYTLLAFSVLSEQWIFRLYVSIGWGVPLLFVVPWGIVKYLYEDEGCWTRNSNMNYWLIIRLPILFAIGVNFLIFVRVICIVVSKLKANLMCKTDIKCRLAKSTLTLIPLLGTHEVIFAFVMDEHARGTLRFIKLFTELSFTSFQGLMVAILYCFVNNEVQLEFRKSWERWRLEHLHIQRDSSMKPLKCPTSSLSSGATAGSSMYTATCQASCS
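GLP-1R inverse agonism mode: basal reporter luminescence in engineered HEK293 cells measured after one day of compound exposure at 37 deg C, with a 12 min room-temperature detection step.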
PI5P4Ka inh – inhibitors of human PI5P4K alpha; max response, %; PI5P4Kalpha enzyme, ADP-Glo luminescence, 60 min; hits give low values; P48426; AID 652105; 330,000 tested, 1.2% active; active means max response of -50% or lower; inconclusive means between -30% and -50%; inactive means -30% or higher; further: value at the top dose of about 77 µM; on the % scale 0 is the no-effect control and ±100 the full control effect
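qHTS, 1536-well: enzyme/substrate mix, compound by pin tool, 5 microM ATP final; RT 60 min; ADP-Glo reagents 1 (45 min) then 2 (30 min); luminescence.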
PTHR1 agonist – PTHR1 (human) receptor agonism | Potency, µM (top dose mostly 115 µM), for inactives: at the highest dose activation, actives largely listed as activators | HEK293 GP2 PTHR1 cells, GloSensor cAMP luminescence, 1 h | 410,000 tested, 0.075% active | AID 743266; further: potency means the concentration at half of the fitted maximal effect; nearly all actives have a fitted effect of over 55% in size; some results filed as inactive show a strong effect at the top dose; inactives centre near -15; many of its hits are not listed in these tables
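HEK-293-derived GP2 cells expressing PTHR1 and a GloSensor cAMP reporter, 3,000/well, plated overnight, given luciferin plus IBMX (each 0.5 mM as added) for 1 h at 37 °C, then compound for 1 h at 37 °C. Luminescence was read after 15 min at room temperature.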
PLK1 PBD inh – inhibitors of human PLK1 polo-box domain binding | 360,000 tested, 2.8% active | Plk1 PBD binding of FITC phosphopeptide, fluorescence polarization | Potency, µM, inactives show max response, negative = inhibition, hits mostly inhibitors; further: potency means the concentration at half of the fitted maximal effect; series mostly up to about 57 µM; on the % scale 0 is the no-effect control and ±100 the full control effect; nearly all actives have a fitted effect of over 65% in size
Target sequence (P53350 whole entry, looked up, the tested form may be a part): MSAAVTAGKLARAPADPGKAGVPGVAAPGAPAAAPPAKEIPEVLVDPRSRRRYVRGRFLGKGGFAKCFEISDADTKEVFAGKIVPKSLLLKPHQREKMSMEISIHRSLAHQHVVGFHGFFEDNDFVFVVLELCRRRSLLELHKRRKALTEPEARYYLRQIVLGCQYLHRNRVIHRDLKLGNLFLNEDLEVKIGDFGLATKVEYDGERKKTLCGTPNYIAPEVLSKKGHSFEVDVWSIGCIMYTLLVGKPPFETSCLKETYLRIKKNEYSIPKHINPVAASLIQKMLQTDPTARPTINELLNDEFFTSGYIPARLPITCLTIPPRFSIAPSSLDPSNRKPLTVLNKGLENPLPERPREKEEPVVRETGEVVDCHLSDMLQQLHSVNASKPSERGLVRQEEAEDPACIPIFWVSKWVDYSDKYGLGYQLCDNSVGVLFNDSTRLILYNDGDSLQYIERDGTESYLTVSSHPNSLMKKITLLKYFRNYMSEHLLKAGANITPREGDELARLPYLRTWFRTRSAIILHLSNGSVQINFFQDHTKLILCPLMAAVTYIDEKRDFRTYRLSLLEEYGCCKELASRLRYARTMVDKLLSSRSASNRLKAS
HEK293 tox – cytotoxic in the GLP-1 receptor inverse agonist counter-screen. HEK293 cAMP-luciferase reporter cells, luminescence, 24 h. Potency, µM (top dose mostly 38.3 µM), for the others: at the top dose activity change, negative = inhibition, actives largely listed as inhibitors. 410,000 tested, 0.13% active;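 further: loss of luciferase light is scored as toxicity; potency means the concentration at half of the fitted maximal effect; on the % scale 0 is the no-effect control and ±100 the full control effect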
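Quantitative HTS format, 1536 wells, 200 cells/uL seeded. Compounds: 23 nL, 24 h, 37 °C. Detection: luciferase reagent, luminescence at 12 min RT; decreased signal taken as cytotoxic.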
GLP-1R agonist – agonists of human GLP-1 receptor | HEK293 GLP-1R CRE-luciferase, luminescence, 4-6 h; cells express a hypersensitive GLP-1R form | Potency, µM (doses to about 45.6 µM), for inactives: top-dose activation, actives largely listed as activators | 380,000 tested, 0.007% active | AID 624172; further: potency means the concentration at half of the fitted maximal effect; % of control where 0% means no effect
EPAC1 antagonist – antagonists of human EPAC1. Potency, µM (top dose mostly 115 µM), for inactives: top-dose activity change, negative = inhibition, usual class: inhibitors. 360,000 tested, 0.14% active. EPAC1 GEF assay, Rap1b-BODIPY-GDP exchange fluorescence. O95398;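 further: potency means the concentration at half of the fitted maximal effect; plate controls were vehicle for no effect and positive control for full effect; nearly all actives have a fitted effect of over 50% in size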
IL2 activator – IL-2 activation | IL-2 activation reporter assay, cell-based qHTS; stimulated with anti-CD3/CD4/CD28 beads; in transgenic mouse T cells | activation, % (series mostly up to about 46 µM) | 360,000 tested, 0.065% active | AID 652025; in the data active means activation above about 50%; inconclusive means mostly about 30% to 49%; further: 0% is about no effect
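Unstimulated transgenic mouse T cells; 60-min compound exposure; bead-based TCR/CD4/CD28 stimulation; 18 h culture, 37 degrees C; dual fluorescence (EGFP, DsRed) plate cytometry.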
EPAC1 agonist – EPAC1 (human) agonism; O95398; EPAC1 agonist qHTS, biochemical assay; response scale: 100% = response to 6.5 mM cAMP; Potency, µM (titrated, usually from 154 µM), without a hit: top-dose activation, most hits filed as activators; 360,000 tested, 0.073% active; further: potency means the concentration at half of the fitted maximal effect; nearly all actives have a fitted effect of over 60% in size
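Nucleotide exchange by EPAC1 (100 nM) on Rap1B–BODIPY-GDP (250 nM) in the presence of 50 uM GDP is tracked fluorescently at 480/540 nm over 30 min. Signals are normalized to a 6.5 mM cAMP control.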
The depositor's hits bear a star; i = inactive; ? = inconclusive; . = no result given; & = joins results of further samples; [ ] = dose if it differs, or a comment. Unless noted, the call rests on the fitted dose curve; in most records, active means well fitted curve in the direction sought with a large enough effect; inconclusive means small, poorly fitted or top-dose-only effect, or another doubt; inactive means no such curve, though single readings can be large; an effect the other way counts as inactive or inconclusive.

SMILES	GLP-1R inv ag	PI5P4Ka inh	PTHR1 agonist	PLK1 PBD inh	HEK293 tox	GLP-1R agonist	EPAC1 antagonist	IL2 activator	EPAC1 agonist
COCCCN1C(=O)C(CC(=O)NCc2ccco2)CC(C(=O)N(C(C)C)C(C)C)=C1C (stereo not drawn)	33%[activator]	2	-21%	0%	-5%	14%	6%	-0.1	7%
COc1cccc(-n2cc(CNC(=O)C3CCC(=O)N(C4CC4)C3)cn2)c1 (stereo not drawn)	1%	4	i	-6%	-1%	4%	-8%	-0.3	2%
CCC1=C(OC(=O)N(CC)CC)N2C(=O)OC(=NCC(=O)OC)[C@]2(C)[C@H]2C1=CC[C@H]1C(=O)NC(=O)[C@H]12	6%	0	-23%	2%	?	-1%	12%	-2.7	-9%
CCN1C(=O)[C@@H]2[C@H](C1=O)[C@@H]1CC(C(=O)OC)=C[C@@H](C(=O)OC)C3C1=C(C(=O)C3(CC)CC)[C@@H]2C (stereo partly drawn)	6%	-6	-25%	-2%	-11%	-2%	6%	1.2	-17%
O=C(CSc1nc2ccccc2nc1N1CCCCC1)Nc1ccc(F)cc1	?	6	0%	-6%	3%	9%	-17%	-1.8	6%
Cc1cc(C)c(S(=O)(=O)Nc2ccc(C(N)=O)cc2)c(C)c1	-9%	2	i	2%	1%	7%	30%[activator]	-0.5	3%
CCn1c(=N)c(C(=O)NC2CCCC2)cc2c(=O)n3cc(C)ccc3nc21	12%	.	-11%	.	-1%	1%	.	.	.
O=C(Nc1ccccc1C(=O)NCCc1ccccc1)c1ccco1	?	12	i	-6%	-3%	25%	-3%	-0.2	-4%
Cc1ccc(C)c(N2CCN(CCCNC(=O)Cn3cc4c(n3)CCC(C)C4)CC2)c1 (stereo not drawn)	-17%	-2	-11%	-7%	-10%	4%	-1%	-3.4	3%
O=C(/C=C/c1ccc(F)cc1)NCC1(c2ccccc2)CCOCC1	?	-9	i	-5%	0%	13%	-2%	-1.3	-6%
Cc1[nH]c(=O)[nH]c(=O)c1S(=O)(=O)Nc1ccc(F)c([N+](=O)[O-])c1	20%	-11	-9%	2%	-10%	0%	-17%	0.4	-1%
COc1ccc(N2CCCC2=N)c(OC)c1	6%	4	-10%	3%	6%	-3%	5%	-0.3	-4%
Cc1ccc2oc(=O)c3cnn(CC(=O)N4CCCCCC4)c3c2c1	12%	4	-6%	-2%	3%	-5%	-6%	-3.0	1%
COc1ccccc1N(C)S(=O)(=O)c1ccc(C(=O)O)cc1	5%	-1	-21%	7%	-4%	-4%	-3%	-3.8	2%
COc1ccc(NCC(O)COc2ccc(C(C)(C)C)cc2)cc1 (stereo not drawn)	?	13	-1%	1%	-4%[7.66 µM]	-2%	-15%	-1.3	-16%
O=C(Nc1cc([N+](=O)[O-])c2[nH]c(=O)c3ccccc3c2c1)C(F)(F)F	28%	21	10%	-3%	16%	6%	-10%	-3.8	-3%
C=CC(=O)NC(C)(C)Cc1ccccc1	-15%	2	?	-5%	17%	0%	-11%	-3.7	-5%
COc1ccccc1N(CC(=O)Nc1ccc(C)c(Cl)c1)S(=O)(=O)c1ccc(C)cc1	?	.	-1%	.	2%	-1%	.	.	.
Cn1c(=O)c2c(nc(NCc3ccc4c(c3)OCO4)n2Cc2ccccc2)n(C)c1=O	-7%	5	-13%	-12%	-12%	0%	-28%	0.4	4%
CCOC(=O)c1ccc(NC(=O)CC2C(=O)N(c3ccccc3)C(=O)N2CCCOC)cc1 (stereo not drawn)	4%	.	-11%	-8%	0%	-2%	13%	-1.3	7%
CCN1C(=O)[C@H]2[C@@H](c3ccc(-c4ccc(F)cc4)c(OC)c3)N3CCCC[C@@]3(C(=O)OC)[C@H]2C1=O	?	19	-14%	0%	0%	-4%	-19%	-0.8	-14%
O=C(COc1ccccc1C(=O)c1cnn(-c2ccccc2)c1)Nc1ccccc1	?	22	-21%	-9%&4%	11%	17%	-14%	-2.5	26%
COc1ccccc1-c1n[nH]c2c1[C@H](C)CC[C@H]2C(C)C	?	1	-1%[57.5 µM]	3%	3%	3%	-20%	-0.4	2%
COc1ccc(C(=O)c2ccccc2)c(OCC(=O)N(C)C)c1	19%	2	-21%	-2%	6%	-10%	15%	0.2	0%
Cn1c(CN2CCCCC2)nc2cc(NC(=O)c3ccccc3)ccc21	0%	.	-24%	-8%	-28%	-5%	4%	-1.8	-3%
Cc1cc(C)n2c(NC3CCCC3)c(-c3ccc(F)cc3)nc2n1	?	-3	i	-6%	-6%	23%	?	0.6	25%
COc1cc2c(cc1OC)C(C)N(C(=O)[C@@H](NC(=O)c1ccccc1)C(C)C)CC2 (stereo partly drawn)	?	3	-29%	?	-15%	14%	-9%	-0.4	-8%
Cc1ccc(NC2CCCN(C(=O)CCC(=O)c3ccccc3)C2)cc1C (stereo not drawn)	?	-2	i	-20%	-10%	-2%	-16%	-2.1	-6%
COc1cccc(/C=N/NC(=O)c2[nH]c(C)c(C(=O)N/N=C/c3cccc(OC)c3O)c2C)c1O	-3%	-10	i	13%	0%	3%	-18%	-5.1	-26%
Nc1ccc(-c2cn3cccnc3n2)cc1	4%[0.307 µM]	0	i	-15%	-2%[0.307 µM]	11%	-9%	0.0	10%
CC(C)c1ccc(C(CC(=O)O)NC(=O)c2cccs2)cc1 (stereo not drawn)	17%	3	i	-4%	11%	2%	-3%	1.7	4%
Cc1ccc(-c2nc(CS(=O)(=O)CC(=O)N3CCc4ccccc4C3)c(C)o2)cc1	?	0	-75%[inhibitor]	-8%	-6%	3%	-15%	-3.4	2%
CC1(C)CC(NC(=O)c2cccc([N+](=O)[O-])c2)CC(C)(C)N1	-9%	6	i	-10%	8%	-1%	-17%	-0.2	-1%
CC(=O)c1cc(C#N)c(NCc2ccccc2)nc1C	71%[activator]	3	i	-21%	2%	17%	-5%	0.2	8%
O=C(CNC(=O)c1cccnc1)N/N=C/c1cc(Br)c(O)c(Br)c1	18%	?	-12%	-9%	15%	-1%	7%	-0.2	0%
CC1CCN(CC(=O)Nc2ccc(S(=O)(=O)N3CCC(C)CC3)cc2)CC1	?	-8	25%	5%	?	1%	-14%	-0.7	0%
Cc1cc(-n2c(C)c3c(C)nnc(C)c3c2C)ccc1N	4%	?	i	-9%	-20%	4%	-2%	0.6	9%
CCCc1c(C)nc2c(Br)cccc2c1Cl	7%	14	-15%	?	5%	2%	-6%	0.5	-3%
CCOC(=O)c1c(C)n(C)c2ccc(O)c(S(=O)(=O)c3ccccc3)c12	-2%	.	-5%[57.5 µM]	-12%	0%	0%	-1%	0.8	5%
Cc1ccn(-c2ccc([N+](=O)[O-])cc2)n1	5%	0	-1%[57.5 µM]	-9%	-12%	-2%	1%	-3.0	8%
O[C@H]1CN(Cc2cccs2)[C@@H](c2ccccc2)C[C@@H]1n1cc(-c2ccc(F)cc2)nn1	10µM*	2	0%	-4%	-11%	-5%	10%	-1.9	8%
O=C(OCc1nnc(-c2ccc(Br)cc2)o1)c1ccco1	10%	-5	i	2%	0%	-2%	-2%	-3.8	7%
CC1(C(=O)Nc2ccc(F)cc2F)CCN1C(=O)Cc1ccccc1 (stereo not drawn)	12%	3	7%	-9%	-5%	-3%	-2%	0.6	-5%
Cc1ccc(S(=O)(=O)/N=C(\N)c2ccc(F)cc2)cc1	10%	1	-24%	9%	-29%	-3%	-17%	0.1	6%
Cc1cc(=O)oc2cc(OCC(=O)N3CCOCC3)ccc12	3%	-22	-20%	27µM*	1%	4%	-4%	-2.3	7%
COc1ccc(NC(=O)N(C)C[C@H]2OCCCC[C@@H](C)Oc3ccc(NC(=O)c4ccccc4)cc3C(=O)N([C@H](C)CO)C[C@@H]2C)cc1	19%	-3	-28%	-26%	0%	4%	-26%	-3.4	-1%
O=c1c(CO)cc(CO)cc(CO)c1O	8%	5	-10%	-15%	0%	2%	3%	0.5	7%
COc1ccc(C2C(C(=O)Nc3cc(OC)c(OC)c(OC)c3)c3ccccc3C(=O)N2C)cc1OC (stereo not drawn)	9%	1	?	-14%	2%	11%	1%	-0.6	7%
Cn1nccc1-c1coc2c(C(=O)NCc3ccccc3)cccc12	44%[activator]	-2	i	-12%	0%	29%	-23%	-0.1	-4%
CC(NCC(=O)Nc1cc(Cl)cc(Cl)c1)c1ccccc1 (stereo not drawn)	?	20	-15%	-8%	-2%	1%	-6%	1.4	7%
CC(=O)c1cc(-c2nc3ccccc3n2C)n(C)c1	9%	0	i	-1%	2%	-2%	10%	-1.5	3%
CN(CC(=O)NCc1ccc(F)cc1)Cc1cccc(Cl)c1	?	18	-7%	-15%	-13%	16%	-10%	-0.3	5%
COc1ccc(C(=O)NC(=S)Nc2ccc3oc(=O)ccc3c2)cc1	13%	6	i	-9%	0%	-1%	9%	-0.6	3%
COc1ccc(NC(=O)CN(C)S(=O)(=O)c2ccc3[nH]c(=O)oc3c2)cc1	-6%	0	17%	-14%	4%	1%	-13%	-0.4	4%
CC(=O)c1c(C)[nH]c(-c2ccccc2)c1C	25%	2	-18%	-8%	1%[1.53 µM]	1%	11%	-0.7	3%
O=C(NCC(=O)N1CCN(c2ncc(C(F)(F)F)cc2Cl)CC1)c1ccc(Br)o1	?	3	-33%[inhibitor]	-4%	11%	-5%	-2%	-0.6	13%
O=C(O)CNC(=O)/C(=C\c1ccc2c(c1)OCO2)NC(=O)c1ccc(Br)cc1	14%	-5	i	-8%	-10%	-1%	0%	0.3	-2%

Given with each value named: entries from further up
> O=c1c(CO)cc(CO)cc(CO)c1O
  GLP-1R inv ag = 8%	PI5P4Ka inh = 5	PTHR1 agonist = -10%	PLK1 PBD inh = -15%	HEK293 tox = 0%	GLP-1R agonist = 2%	EPAC1 antagonist = 3%	IL2 activator = 0.5	EPAC1 agonist = 7%
> O=C(NCC(=O)N1CCN(c2ncc(C(F)(F)F)cc2Cl)CC1)c1ccc(Br)o1
  GLP-1R inv ag = ?	PI5P4Ka inh = 3	PTHR1 agonist = -33%[inhibitor]	PLK1 PBD inh = -4%	HEK293 tox = 11%	GLP-1R agonist = -5%	EPAC1 antagonist = -2%	IL2 activator = -0.6	EPAC1 agonist = 13%

Only part of the results is shown; the hit share may differ from the screen's.
